Screening data: PubChem BioAssay, several laboratories
PP5 inh = PP5 (human) phosphatase inhibition | purified PP5c, OMFP substrate fluorescence | P53041 | inhibition, % at 6.7 µM | hit rate 0.18% among 320,000 | AID 1987;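 active = inhibition above the campaign's mean inhibition across all tested compounds plus 3 SD, cut at about 9.5% in these data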;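 note: 0% = DMSO only and 100% = 100 µM cantharidin control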
Target sequence (P53041 whole entry, looked up): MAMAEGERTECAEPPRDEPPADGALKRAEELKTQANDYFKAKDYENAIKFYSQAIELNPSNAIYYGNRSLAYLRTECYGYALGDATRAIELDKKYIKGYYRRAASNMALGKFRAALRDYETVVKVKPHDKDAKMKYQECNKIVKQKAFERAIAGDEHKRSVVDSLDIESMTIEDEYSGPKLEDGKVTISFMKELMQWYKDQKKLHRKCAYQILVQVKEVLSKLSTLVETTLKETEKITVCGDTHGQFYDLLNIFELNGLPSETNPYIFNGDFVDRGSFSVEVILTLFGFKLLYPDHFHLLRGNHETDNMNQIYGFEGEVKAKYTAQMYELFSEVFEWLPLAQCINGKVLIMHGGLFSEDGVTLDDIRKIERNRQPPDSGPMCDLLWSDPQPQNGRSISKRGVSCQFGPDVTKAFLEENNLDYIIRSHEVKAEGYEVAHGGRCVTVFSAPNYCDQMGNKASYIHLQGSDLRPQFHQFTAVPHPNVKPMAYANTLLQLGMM
EBNA-1 inh = blocks EBNA-1 binding to DNA; EBNA-1 DNA binding, fluorescence polarization; inhibition, % at 14.8 µM; hit rate 0.34% among 300,000; in the data active = inhibition above about 28%
Efflux pump mplx = antifungal efflux pump inhibition, Nile Red retention; hit rate 0.44% among 330,000; inhibition, % at 10 µM; S. cerevisiae Candida pump triplex;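 active = plate passing quality check with inhibition over a set limit, or well fluorescence over plate mean plus 4 SD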;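 note: Nile Red retained in pooled yeast measured as flow cytometry median fluorescence; 0% = buffer negative control and 100% = Enniatin B positive control; higher means more Nile Red kept so more efflux inhibition; some compounds called inactive have numbers as strong as hits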
TPT1 inh = inhibitors of Candida albicans tRNA 2'-phosphotransferase TPT1 | recombinant caTPT1, FP RNA substrate dephosphorylation | inhibition, % at 5 µM | hit rate 0.81% among 300,000;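 active = inhibition above the mean of all tested compounds plus 3 SD, set per screening campaign, cut at about 24% in these data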;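 note: plate controls were DMSO alone for no effect and ferristatin control at 100 nM for full effect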
core dimer inh = blocks dimerization of HCV core protein; TR-FRET GST/Flag-core106 dimerization, 1536-well; hit rate 0.33% among 300,000; inhibition, % at 5 µM;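 active = inhibition above the mean of all tested compounds plus 3 SD, set per screening campaign, cut at about 45% in these data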
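Assay system: tagged HCV core106 pair (GST and Flag); medium: KF-containing HEPES buffer, pH 7.45, DTT, CHAPS, BSA; also added: Eu donor and XL665 acceptor anti-tag antibodies; dosing: 5 µM single dose; timing: compound-protein-antibody incubation 4 h at 22.5 °C; signal: TR-FRET 671 and 617 nm emission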
Fh CTSL1 inh = blocks F. hepatica cathepsin L1 in PFM18AAP counter-screen; recombinant F. hepatica cathepsin L1, Z-Leu-Arg-MCA fluorescence; inhibition, % at 5.96 µM; hit rate 0.49% among 300,000;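 active = inhibition above the mean of all tested compounds plus 3 SD, set per screening campaign, cut at about 17% in these data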;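 note: 0% = plate median of test compound wells and 100% = 1 µM Z-Phe-Ala-diazomethylketone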
ZTA counter = counter-screen for EBNA-1 inhibitors: inhibitors of Epstein-Barr virus ZTA; hit rate 0.15% among 320,000; inhibition, % at 11 µM; ZTA-DNA binding, fluorescence polarization; AID 2234; P03206; in the data active = inhibition above about 33%
Target sequence (P03206 whole entry, looked up): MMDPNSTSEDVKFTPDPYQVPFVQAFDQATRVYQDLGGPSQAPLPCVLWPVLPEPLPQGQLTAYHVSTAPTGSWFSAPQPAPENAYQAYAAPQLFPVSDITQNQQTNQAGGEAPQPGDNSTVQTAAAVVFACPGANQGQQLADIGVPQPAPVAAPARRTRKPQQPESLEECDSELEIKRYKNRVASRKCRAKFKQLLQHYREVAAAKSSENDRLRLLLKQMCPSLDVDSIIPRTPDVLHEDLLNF
PREPL inhibitor = human PREPL enzyme inhibition; Q4J6C6; recombinant PREPL, fluorescence polarization activity-based probe; inhibition, % at 5.96 µM; hit rate 0.68% among 320,000; AID 2751; in the data active = inhibition above about 43%;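 note: 0% = enzyme with DMSO and 100% = wells lacking enzyme; many of its hits are not listed in these tables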
PP1 inh = counter-screen for PP5 inhibitors: inhibitors of human PP1-alpha. P62136. purified PP1alpha, OMFP fluorescence. inhibition, % at 6.7 µM. hit rate 0.9% among 320,000. AID 2235;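 active = inhibition above the mean inhibition of all tested compounds plus 3 SD, computed separately for each screening campaign, cut at about 15% in these data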
Target sequence (P62136 whole entry, looked up): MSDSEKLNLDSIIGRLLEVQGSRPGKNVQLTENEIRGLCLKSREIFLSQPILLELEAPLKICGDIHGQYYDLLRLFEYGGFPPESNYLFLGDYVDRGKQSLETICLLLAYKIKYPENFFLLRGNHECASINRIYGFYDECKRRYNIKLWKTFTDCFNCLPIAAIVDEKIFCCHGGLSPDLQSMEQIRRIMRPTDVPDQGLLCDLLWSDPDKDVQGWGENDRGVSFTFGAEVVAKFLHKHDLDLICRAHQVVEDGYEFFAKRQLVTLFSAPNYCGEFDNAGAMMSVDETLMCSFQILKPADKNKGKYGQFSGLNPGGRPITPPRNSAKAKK
* marks the source's active call; other numbers are inactive results; . = not tested or not shown. Only part of the results is shown (hit frequency here may not be typical).

SMILES	PP5 inh	EBNA-1 inh	Efflux pump mplx	TPT1 inh	core dimer inh	Fh CTSL1 inh	ZTA counter	PREPL inhibitor	PP1 inh
CCC(C(=O)NCc1ccco1)n1nc(C)c2c(C)n(-c3ccc(C)cc3)nc2c1=O (centres undefined)	3.0	-10	-0.3	1	-1	0	1	-10	0
COc1ccc(OC)c(/C=N/NC(=O)c2cnccn2)c1	2.5	6	0.1	2	2	3	2	6	1
COc1ccc(NC(=O)c2cc(S(=O)(=O)N3CCCC3)ccc2C)cn1	-0.2	.	0.1	.	.	.	-4	-1	0
C=CCn1c(C)c(/C=C/c2cc[n+](C)cc2)c2ccccc21	-8.0	-10	1.4*	119*	-28	13	-9	40	0
COc1cc(/C=C/C(=O)NC(C)C)ccc1OCc1ccccc1	3.7	0	0.2	3	-3	5	13	23	1
Cc1[nH]n(-c2ccccc2)c(=O)c1CCO	-0.1	4	-0.2	-7	-2	-4	7	-1	-4
CC(C)Cc1nnc(NC(=O)CCNC(=O)c2ccccc2Cl)s1	2.0	.	0.0	.	.	.	12	7	-2
CC(=O)c1ccccc1NC(=O)COC(=O)/C=C/c1ccc(C)o1	-1.5	1	-0.1	1	3	2	9	15	-1
COc1ccc(C)cc1N(CC(=O)NCCSCc1ccco1)S(=O)(=O)c1ccc(C)cc1	0.4	-12	-0.3	4	7	-7	-1	-15	13
O=C(CSc1nc2ccccc2o1)Nc1ccccc1	1.9	3	-0.2	1	-4	-3	7	3	-5
Cc1ccc(CNC(=O)C2CCC(=O)N2CCc2ccccc2)cc1 (centres undefined)	2.1	11	-0.1	-2	-9	-2	-2	0	1
CCOC(=O)c1c(S(=O)(=O)NCC2CCN(CCc3cccs3)CC2)c(C)n(C)c1C	3.4	-1	0.1	0	9	0	12	-3	-2
c1ccc(CCCOCCC2CO2)cc1 (centres undefined)	-0.5	15	0.2	0	-13	-7	-4	1	0
O=C(NC(=S)Nc1cccnc1Cl)c1ccc(F)cc1	3.0	5	0.1	1	-5	0	-1	-4	1
CCCN(CCC)C(=O)CC(c1ccccc1)c1cc(Br)ccc1O (centres undefined)	12*	-3	0.3	1	6	-4	-17	-9	6
O=C(Nc1c(C(=O)N2CCN(c3ccccn3)CC2)oc2ccccc12)c1ccc([N+](=O)[O-])cc1	2.8	8	-0.1	-3	16	-3	-3	1	0
CN(C(=O)CN1C(=O)/C(=C/c2ccc(Cl)cc2)SC1=S)C1CCS(=O)(=O)C1 (centres undefined)	2.2	-4	0.0	-1	7	3	-5	25	-1
CCOc1ccc(S(=O)(=O)N2CCC(C(=O)NCCc3ccccc3)CC2)cc1	1.2	1	0.0	-3	7	0	10	-1	1
Cn1c(=O)n(C)c2cc(NC(=O)COc3ccc(F)cc3)ccc21	4.6	0	0.2	1	-2	-4	-12	5	-3
Cc1ccc(-c2csc3nc[nH]c(=O)c23)c(C)c1	1.6	5	0.0	2	-2	-2	0	-3	0
COc1ccc2sc(N3C(=O)CC(Cc4cccc(C)c4)C3=O)nc2c1 (centres undefined)	2.6	-1	0.0	-1	2	-3	1	-10	-2
Cc1cccc(N(C(=O)CCC(=O)Nc2cc(C)on2)C(C(=O)NC2CCCC2)c2cccnc2)c1 (centres undefined)	0.3	-1	0.0	2	-8	0	-12	11	0
Cc1ccc(-c2cc(=O)c3ccccc3[nH]2)cc1	0.9	10	-0.1	1	-19	0	-11	8	2
C=CCC(NCc1ccco1)c1ccc(OC)cc1 (centres undefined)	0.7	9	0.0	0	5	-1	-6	-20	-10
Cc1cccc(NC(=O)CSc2nc3ccccc3nc2N2CCCCC2)c1	1.5	15	-0.1	-2	-20	-2	21	-9	1
CN1CCc2c1nc1ccccc1c2N (tested in a mixture with another compound)	-0.9	3	-0.1	-1	-11	6	3	17	2
N#CCCN1CCN(Cc2cc(-c3ccccc3)ccc2O)CC1	0.6	8	-0.1	-2	0	-1	0	12	-6
CCOc1ccccc1N(CC(=O)N/N=C/c1cc(Br)ccc1OC)S(C)(=O)=O	2.6	5	0.1	0	12	8	10	-5	5
Cc1cc(C)c(-c2csc(NC(=O)/C=C/c3cccs3)n2)c(C)c1	2.4	-5	23*	0	16	3	-11	-15	4
Cc1cc(C(=O)COC(=O)C2=NNC(=O)CC2)c(C)n1-c1ccccc1	-1.1	12	-0.3	2	6	-2	20	0	-4
CN(C[C@H](Cc1ccccc1)N(C[C@H](Cc1ccccc1)N(CC1(c2ccccc2)CC1)N=O)N=O)N=O	1.6	-5	-0.1	-7	16	-5	-7	-4	8
CCOC(=O)C1C(=O)Oc2ccc3ccccc3c2C1C1CCOC1=O (centres undefined)	0.7	3	-0.2	-4	5	-1	-2	5	-3
CCCN1CCC(=O)N([C@H](CSc2ccc(C)cc2)c2ccccc2)CC1	1.7	0	0.3	0	-4	-3	-10	16	3
COc1ccc2cc3cc(C(=O)N4CCCC(C)C4)oc3nc2c1 (centres undefined)	0.3	2	-0.1	-3	7	7	25	-1	0
COc1ccc(C(=O)c2ccc(OC)c(OC)c2)cc1OC	-0.3	-2	0.0	1	3	2	4	7	-3
Cc1cc(/C=C(\C#N)c2nnc(N3CCOCC3)n2-c2ccccc2)c(C)n1-c1ccccc1	-1.3	-1	0.3	2	5	6	-6	15	0
CCOC(=O)C1(CCOC)CCN(Cc2ccc(C(=O)OC)cc2)CC1	1.4	-4	0.1	2	3	-2	4	9	-2
CC1(C)N=C(N)N=C(N)N1c1ccc(C(=O)O)cc1	-0.2	4	0.0	-2	3	-2	13	0	2
CC(=O)Oc1ccc(N(c2ccccc2)S(=O)(=O)c2ccc(C)cc2)cc1	1.0	-10	-0.1	1	4	-19	-3	6	1
O=C(c1ncc[nH]1)c1cccs1	-0.1	4	0.0	-2	3	2	-5	5	-2

Quoted at random: six compounds from above.
SMILES	PP5 inh	EBNA-1 inh	Efflux pump mplx	TPT1 inh	core dimer inh	Fh CTSL1 inh	ZTA counter	PREPL inhibitor	PP1 inh
CCOC(=O)C1(CCOC)CCN(Cc2ccc(C(=O)OC)cc2)CC1	1.4	-4	0.1	2	3	-2	4	9	-2
COc1ccc(C)cc1N(CC(=O)NCCSCc1ccco1)S(=O)(=O)c1ccc(C)cc1	0.4	-12	-0.3	4	7	-7	-1	-15	13
CN(C[C@H](Cc1ccccc1)N(C[C@H](Cc1ccccc1)N(CC1(c2ccccc2)CC1)N=O)N=O)N=O	1.6	-5	-0.1	-7	16	-5	-7	-4	8
CN1CCc2c1nc1ccccc1c2N (tested in a mixture with another compound)	-0.9	3	-0.1	-1	-11	6	3	17	2
CCOc1ccc(S(=O)(=O)N2CCC(C(=O)NCCc3ccccc3)CC2)cc1	1.2	1	0.0	-3	7	0	10	-1	1
COc1ccc2sc(N3C(=O)CC(Cc4cccc(C)c4)C3=O)nc2c1 (centres undefined)	2.6	-1	0.0	-1	2	-3	1	-10	-2

(listing goes on)
SMILES	PP5 inh	EBNA-1 inh	Efflux pump mplx	TPT1 inh	core dimer inh	Fh CTSL1 inh	ZTA counter	PREPL inhibitor	PP1 inh
O=C(Cn1nc(-c2ccccc2)c2ccccc2c1=O)NN1CCOCC1	0.7	-7	-0.1	-4	-1	-6	-18	1	-3
CCOC(=O)/C=c1\s/c(=C\c2ccc(C#N)cc2)c(=O)n1CC(=O)Nc1cccc(C)c1C	2.1	0	-0.1	1	12	3	-2	-6	0
O=C(Nc1ccccc1)c1ncoc1-c1ccc(Cl)cc1	3.2	-1	0.0	-3	1	-1	-10	8	-1
Cc1ccc(S(=O)(=O)N2CCN(C(=O)C3CCN(C(=O)c4ccccc4C)CC3)CC2)cc1C	0.5	-16	0.0	1	0	1	-4	1	-3
CCN(Cc1cc2ccccc2[nH]c1=O)S(=O)(=O)c1ccc(OC)cc1	1.3	-5	-0.2	-2	-5	-1	2	1	-2
O=C(NCCC1=CCCCC1)C1CC(=O)N(C2CCCCC2)C1 (centres undefined)	-0.3	7	-0.1	-8	3	3	-4	23	3
O=C(CN1C(=O)c2ccccc2C1=O)Nc1ccc(N2CCOCC2)cc1	-0.6	7	-0.1	-6	10	0	8	7	0
Cc1cc(Nc2cc(Cl)nc(Sc3ccc(NC(=O)C4CC4)cc3)n2)n[nH]1	4.0	-2	-0.2	-3	2	0	5	7	12
CCn1c(SCC(=O)N2CCCCC2C)nnc1-c1ccc(S(=O)(=O)N2CCN(C)CC2)cc1 (centres undefined)	-1.0	-2	0.0	-1	-5	2	12	5	0
CCOC(=O)c1ccc(NC(=O)c2nn(C)cc2Br)cc1	-4.3	-3	0.1	2	-2	2	-16	12	-6
CCOC(=O)c1cc2c(=O)n3ccccc3nc2n(CCCOC)c1=NC(=O)C(C)(C)C	4.3	-15	-0.1	-2	0	1	11	0	1
Cc1ccc(OCC(=O)c2cc(C)n(CC(F)(F)F)c2C)c([N+](=O)[O-])n1	1.4	4	-0.1	-3	7	8	10	4	2
COc1cc2c(cc1NC(=O)COc1ccc3ccccc3c1)oc1ccccc12	-1.4	-12	0.3	2	10	8	2	7	-7
Clc1ccc(Cn2ccc(C3CC3)n2)cc1	1.2	-3	-0.2	-3	-3	0	5	10	0
Cc1ccccc1N1C(=O)c2ccccc2C1O (centres undefined)	-0.7	-12	-0.1	1	4	4	3	10	-2
Clc1nccc(N2CCN(c3ccccc3Cl)CC2)n1	1.5	2	-0.1	-2	2	3	-1	7	15
COc1ccccc1N1CCN(C(=O)Nc2ccc([N+](=O)[O-])cc2)CC1	3.8	2	0.8	5	-3	-1	18	8	2
Cn1nc(OCC(N)=O)ccc1=O	4.1	-7	0.1	3	-5	-1	-11	-6	-3
O=C(COc1ccccc1Cl)N1CCN(c2ncccn2)CC1	-0.8	-1	0.0	-2	-10	7	-1	8	11
O=C(CN1C(=O)c2ccccc2S1(=O)=O)Nc1cccnc1	0.4	0	0.1	-4	-6	0	-10	-14	-1
Cn1cc(C(=O)c2ccc(Cl)cc2Cl)cc1C(=O)NN	3.1	-16	0.1	-4	5	-2	-14	0	1
O=C(Cc1ccc(Br)cc1)NC1CCCCC1	0.4	-11	-0.2	5	1	6	-22	-7	-12
COCCCN(C(=O)C(C)Oc1ccc(Br)cc1)c1c(N)n(Cc2ccccc2)c(=O)[nH]c1=O (centres undefined)	-0.5	3	-0.1	-1	-6	2	-13	0	-3
CCc1ccc(CNCCNCC(C)O)cc1 (centres undefined)	0.7	4	0.1	-2	0	-2	-14	18	0
CSc1nc(C)c(Cc2c(F)cccc2Cl)c(=O)[nH]1	1.3	-6	0.2	-1	-3	8	5	8	-3
CCOc1ccc(NC(=O)NNC(=O)c2cc3ccccc3cc2O)cc1	-2.2	6	-0.2	0	5	-1	1	4	10
CCc1cccc(C)c1NC(=O)Cc1ccsc1	4.2	6	0.0	-1	6	-5	-7	-5	-1
COc1ccc(Cn2nnnc2CN2CCOCC2)cc1	-2.6	-6	-0.1	1	-3	0	-28	4	-2
Cc1cc(Oc2cc(NN3CCCCC3)c([N+](=O)[O-])cc2[N+](=O)[O-])c(C(=O)c2ccccc2)cc1Cl	2.6	0	-0.1	-3	12	5	15	6	-1
COc1ccc(Nc2ccc([N+](=O)[O-])cn2)cn1	1.6	-10	0.1	-15	-3	-2	-8	-7	-1
CCC(C)NC(=O)c1ccc2c(c1)N(Cc1ccccc1)C(=O)CS2 (centres undefined)	3.2	-3	0.2	-3	5	0	-15	-11	5
CCOc1cc2c(cc1OCC)CN(C(=O)c1cccc(S(=O)(=O)N3CCCC3)c1)CC2	0.0	.	0.2	.	.	.	5	-1	-3
Nc1c(C(=O)NCc2ccc3c(c2)OCO3)nnn1Cc1cccc(F)c1	-0.9	76*	-0.1	3	3	0	-3	15	1
COc1ccc(-c2[nH]n(-c3ccc([N+](=O)[O-])cc3)c(=O)c2C=NCCN2CCNCC2)cc1	-0.1	12	0.1	5	0	0	8	37	11
